High-throughput results as filed in PubChem.
L3MBTL1 block – inhibitors of human L3MBTL1 | 0.66% of 230,000 active | AlphaScreen L3MBTL1–H3K9me1 peptide binding | Q9Y468 | Potency, µM (series often up to 57.1 µM), inactives show top-dose activity, negative = inhibition, usual class: inhibitors; active = well fitted inhibition curve with a large enough effect; also: nearly all actives have a fitted effect of over 60% in size
Target sequence (Q9Y468 whole entry, looked up): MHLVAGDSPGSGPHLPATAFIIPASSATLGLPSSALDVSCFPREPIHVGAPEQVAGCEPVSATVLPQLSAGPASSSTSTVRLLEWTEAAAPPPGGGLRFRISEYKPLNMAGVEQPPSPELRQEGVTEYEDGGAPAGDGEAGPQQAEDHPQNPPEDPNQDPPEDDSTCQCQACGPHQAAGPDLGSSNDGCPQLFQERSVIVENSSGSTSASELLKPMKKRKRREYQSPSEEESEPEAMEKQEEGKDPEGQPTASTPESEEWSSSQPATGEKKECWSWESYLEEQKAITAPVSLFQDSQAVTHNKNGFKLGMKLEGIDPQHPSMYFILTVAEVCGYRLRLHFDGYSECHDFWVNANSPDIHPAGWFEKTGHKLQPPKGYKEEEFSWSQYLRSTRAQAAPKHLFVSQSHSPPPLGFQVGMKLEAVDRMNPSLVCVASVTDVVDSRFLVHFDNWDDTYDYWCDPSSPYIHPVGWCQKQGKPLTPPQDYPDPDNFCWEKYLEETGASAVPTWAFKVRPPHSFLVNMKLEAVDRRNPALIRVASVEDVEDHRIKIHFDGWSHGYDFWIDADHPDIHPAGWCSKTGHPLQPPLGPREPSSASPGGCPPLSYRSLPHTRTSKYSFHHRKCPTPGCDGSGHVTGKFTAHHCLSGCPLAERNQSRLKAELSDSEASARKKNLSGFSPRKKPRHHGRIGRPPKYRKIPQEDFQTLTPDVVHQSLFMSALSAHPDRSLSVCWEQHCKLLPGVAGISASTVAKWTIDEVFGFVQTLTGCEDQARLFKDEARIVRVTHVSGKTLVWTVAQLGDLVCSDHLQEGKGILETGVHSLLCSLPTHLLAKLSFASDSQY
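AlphaScreen proximity signal between nickel-chelate acceptor and streptavidin donor beads (final 10 ug/mL) reports binding of 50 nM L3MBTL1 to 75 nM biotin-H3 K9me1 peptide; complex incubated with compounds 30 min at room temperature; cefsulodin titration as control.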
An asterisk follows results filed as active; [ ] = remark or other dose. % is scaled to controls: 0 for no effect and ±100 for the full control effect; potency is read from the fitted curve at half-maximal effect. An excerpt. The share of hits here may be higher or lower than overall.

L3MBTL1 block | Structure
35.8%[activator] | Cc1nc(SCc2nc3ccc([N+](=O)[O-])cc3[nH]2)c2oc3ccccc3c2n1
1.3% | CC(C)c1ccc(S(=O)(=O)N2CCN(C(=O)CCNC(=O)Nc3ccccc3)CC2)cc1
-0.7% | Cc1cccnc1NC(=O)CNC(=O)C12CC3CC(CC(Cl)(C3)C1)C2
7.2% | O=C(C[C@H]1C[C@H](C(=O)N2CCCCC2)[C@@]2(CCc3ccccc3)c3[nH]c4ccc(Cl)cc4c3CCN2C1=O)NCc1cccc(C(F)(F)F)c1
-8.9% | C[C@H](CO)N1C[C@H](C)[C@@H](CN(C)S(C)(=O)=O)Oc2ccc(NC(=O)C3CC3)cc2C1=O
6.1% | CC(OC(=O)c1ccccc1C(=O)N(C)c1ccccc1)C(=O)Nc1ccc(C(N)=O)cc1 (stereo not drawn)
0.4% | Oc1ccc(C[C@H]2CNCCN2CCc2cc(C(F)(F)F)cc(C(F)(F)F)c2)cc1
-0.5% | O=C1N[C@@H](Cc2ccccc2)C(=O)N2[C@H]1C[C@]1(Br)c3ccccc3N(S(=O)(=O)c3ccccc3)[C@H]21
8.7% | O=C(O)c1ccc(OS(=O)(=O)c2ccc(Cl)s2)cc1
-2.1% | COc1ccc(NC(=O)CCCCCN2C(=O)c3ccccc3C2=O)c(OC)c1
2.6% | CC1CCCC(NC(=O)NC(=O)COC(=O)C2=NN(c3ccccc3)C(=O)CC2)C1C (stereo not drawn)
1.2% | COc1ccc(CCN(C)C2CCCN(C(=O)CCSC)C2)cc1OC (stereo not drawn)
-3.7% | COCCNC(=O)c1cccc(OC2CCN(Cc3cccc(C(C)=O)c3)CC2)c1
1.7% | CC(C)CCN1C(Nc2ccccc2)=NC[C@@H]1C
3.9% | CN(C(=O)COC(=O)c1cc(S(=O)(=O)N2CCOCC2)ccc1Cl)C1CCS(=O)(=O)C1 (stereo not drawn)
3.7% | CCN1CCN(C(=O)c2cc3c(s2)-c2c(C)cccc2OC3)CC1
-1.5% | O=C(COc1cc2oc(=O)c3c(c2cc1Cl)CCCC3)N1C[C@H]2C[C@@H](C1)c1cccc(=O)n1C2
28.9% | Cc1c(C(=O)NNC(=O)c2ccncc2)oc2ccccc12
1.7% | COc1cc(/C=C(\C#N)C(=O)Nc2ccc(C(=O)O)cc2)ccc1OC(=O)c1cccc(F)c1
8.3% | COc1ccc(C[C@H](N)C(=O)N[C@H]2[C@@H](O)[C@H](n3cnc4c(N(C)C)ncnc43)O[C@@H]2CO)cc1
-0.3% | CC1CCN(C(=O)c2ccccc2SCC(=O)NCC2CCCCC2)CC1
8.3% | CC(=O)NS(=O)(=O)c1ccc(N2C(=O)CC(Sc3nccc(C)n3)C2=O)cc1 (stereo not drawn)
-2.2% | CCOc1ccc(NC(=O)COC(=O)c2cc(C)oc2C)cc1
-11.5% | CC(NC(=O)COC(=O)c1ccc(Br)o1)c1ccccc1 (stereo not drawn)
0.7% | COc1ccccc1CN(C)C(=O)CN1CCN(S(=O)(=O)c2ccc3c(c2)OCCCO3)CC1
-1.2% | O=C(Cc1n[nH]c(=O)c2ccccc12)Nc1cc(C(F)(F)F)ccc1-n1cncn1
4.0% | CC1C(=O)N2CCCc3cc(NC(=O)c4ccccc4F)cc1c32 (stereo not drawn)
6.9% | CCOc1cccc(N2CCN(CCNC(=O)Nc3ccc(C)cc3)CC2)c1C
-6.8% | COc1cc(/C=C/C(=O)OCC(=O)N2c3ccccc3NC(=O)C2(C)C)cc(OC)c1OC
7.9% | CCN(CC(=O)NCc1cccs1)C(=O)c1ccc(OC)c(S(=O)(=O)N2CCOCC2)c1
1.2% | CC(OC(=O)[C@H](C)NC(=O)c1ccccc1Cl)C(=O)NCc1ccc2c(c1)OCO2 (stereo partly drawn)
2.3% | COc1ccc2nc(C)cc(N3CCN(S(=O)(=O)c4ccccc4F)CC3)c2c1
24.2% | Cc1ccc(S(=O)(=O)N2CCC(NC(=O)c3cccc(F)c3)CC2)cc1
-1.0% | COCCN(C(=O)c1ccc(-c2ccc(Cl)cc2)o1)c1c(N)n(CC(C)C)c(=O)[nH]c1=O
-4.6% | CCc1ccc(N2CC(C(=O)Nc3ccc(S(=O)(=O)N4CCOCC4)cc3)CC2=O)cc1 (stereo not drawn)
-7.8% | O=C(Nc1sc2c(c1C(=O)O)CCCC2)c1ccc(F)cc1
-15.5% | Cc1ccccc1N1CC(C(=O)N2CCc3ccccc32)CC1=O (stereo not drawn)
3.2% | CCCCOc1ccc(C(=O)NCC(=O)N2CC(C)OC(C)C2)cc1 (stereo not drawn)
9.3% | Cc1cccc(N2CC(C(=O)NCCC3=CCCCC3)CC2=O)c1C (stereo not drawn)
-6.6% | COc1ccc(C(CNS(=O)(=O)c2ccc(C)cc2)N2CCN(C)CC2)cc1 (stereo not drawn)
-2.6% | Cn1c(SCc2ccc(Br)cc2)nc2ccccc2c1=O
3.7% | COc1ccc2c(c1OC)C(=O)N1C2SC(C)(C)[C@H]1C(=O)NC1CC1 (stereo partly drawn)
-12.6% | O=C(CSc1nccn(-c2ccc(F)c(F)c2)c1=O)NC1CCCC1
40.5%[activator] | CCCSc1ccc([C@@H]2[C@@H]3C(=O)N(CC)C(=O)[C@@H]3[C@]3(C(=O)OC)CCCCN23)cc1
-4.0% | O=C(COC(=O)Cc1c(F)cccc1Cl)NCc1ccc2c(c1)OCO2
1.7% | C[C@H]1CN=C(N(C)C)N1CC1CCCC1
-6.4% | O=C(COC(=O)c1ccccc1F)NC(=O)NC1CCCC1
3.5% | O=C(COC(=O)COc1ccccc1)NCc1ccc2c(c1)OCO2
-8.2% | COc1ccc(OC)c(CN2CCN(C(=O)c3cccc(S(=O)(=O)Nc4ccccc4OC)c3)CC2)c1
4.6% | Cc1cc(C)c(S(=O)(=O)NCc2nc3nc(C)cc(C)n3n2)c(C)c1
3.3% | N#CCCN(C(=O)COC(=O)C1=COCCO1)c1ccc(F)cc1
-2.2% | CCOc1ccc(/C=C(\C#N)C(=O)Nc2ccccn2)cc1
5.7% | CC(=O)c1ccc(S(=O)(=O)NCC(=O)NC(c2nc3ccccc3[nH]2)C(C)C)cc1 (stereo not drawn)
3.1% | COCC(=O)Nc1ccc2c(c1)OCC(=O)N2Cc1ccccc1F
19.9% | Cc1ccc2oc(=O)n(Cc3ccc(OC(C)C)cc3)c2c1
4.3% | C=CCN(c1ccc(C(=O)NCCCn2ccnc2)cc1)S(C)(=O)=O
3.2% | c1ccc(C[C@H]2CN=C(Nc3ccccc3)N2CC2CCC2)cc1
4.8% | Cc1ccc(C(=O)N(C)CCOc2ccccc2)cc1S(=O)(=O)N1CCCCC1
-12.8% | Cc1ccc(OCC(=O)Nc2nc(-c3ccccn3)cs2)c(C)c1
3.2% | O=C(COC(=O)CCC(=O)c1ccc(Cl)cc1)NCc1ccc(F)cc1

The list goes on.
L3MBTL1 block | Structure
42.8%[activator] | O=C(Nc1nccs1)C1CC=CCC1C(=O)OCC(F)(F)C(F)F (stereo not drawn)
4.5% | COCCN(CC(=O)Nc1cccc(C)c1C)C(=O)Cn1c(=O)cnc2ccccc21
3.5% | Cc1ccc(C23CC4CC(CC(C(=O)NC(C(=O)O)C(C)C)(C4)C2)C3)cc1 (stereo not drawn)
-4.6% | COc1ccc(CN(C)CC2CCCN(CCc3ccc(Cl)cc3)C2)cc1OC (stereo not drawn)
-12.4% | CC(C)(C)c1ccc(C(=O)N2CCN(S(=O)(=O)c3ccc(Br)s3)CC2)cc1
-1.4% | CC(=O)Nc1ccc(S(=O)(=O)N2CCC3(CC2)CC(=O)c2ccccc2O3)cc1
1.9% | O=C(CSc1nnc(COc2ccc(Cl)cc2)o1)Nc1ccc(N2CCOCC2)cc1
-5.9% | COc1ccc(OC)c(NC(=O)COc2coc(CN3CCCc4ccccc43)cc2=O)c1
4.3% | CCOc1ccc(OCCn2c(SCC(=O)O)nc3ccccc32)cc1
-0.6% | O=C1NC(Cc2ccc(O)cc2)c2nc3cc(F)ccc3c(=O)n2-c2cc(Cl)ccc21 (stereo not drawn)
-4.6% | Cc1cc(C)cc(OCC(=O)Nc2cccc(S(=O)(=O)NC3=NCCC3)c2)c1
8.8% | CCOC(=O)[C@@H]1[C@H]2COc3ccc(Br)cc3[C@H]2N2C(=O)N(c3ccc(F)cc3)C(=O)[C@@]12C
1.6% | Cc1ccc(C)c(NC(=O)CSc2nc(C)cs2)c1
1.4% | CCN(CC)C(=O)CSc1nc(Cc2ccccc2)nc2ccccc12
0.3% | Cc1ccccc1NC(=O)CON=C(N)c1ccccc1
16.4% | CCCCCc1ccc(-c2cn(Cc3ccc(C)cc3)nn2)cc1
2.1% | CC(=O)c1cccc(S(=O)(=O)Nc2cc(C(F)(F)F)ccc2N2CCOCC2)c1
2.4% | O=C(CCNC(=O)c1ccc(Cl)cc1)Nc1ccncc1
-2.9% | CC(C)C[C@H](NC(=O)c1[nH]cnc1C(=O)N[C@@H](C)C(=O)OCc1ccccc1)C(=O)OCc1ccccc1
6.3%[2.29 µM] | Cc1ccc(NC(=O)CN2CCOCC2)c(Br)c1
9.9% | CCn1c(=O)c(C(=O)NCCc2ccc(Cl)cc2)c(O)c2ccccc21
0.6% | CCN(CC)S(=O)(=O)c1ccc(N2CC(C(=O)NCCC3=CCCCC3)CC2=O)cc1 (stereo not drawn)
1.1% | Cc1cc(C(=O)OCC(=O)N(CC(C)C)c2c(N)n(Cc3ccccc3)c(=O)[nH]c2=O)c(C)o1
6.8% | COc1ccc([C@H]2CC(=O)C=C(c3ccccc3-c3ccccc3)C2)cc1
2.5%[2.29 µM] | CCC(=O)c1cn(CC(=O)Nc2cc(C)ccc2C)c2ccccc12
2.5% | Cc1noc(C)c1C(=O)Nc1nc(-c2ccc(F)cc2)cs1
-5.0% | COc1ccc(CCNC(=O)CN2C(=O)NC3(CCOc4ccccc43)C2=O)cc1 (stereo not drawn)
3.3% | CC(C)N(CCO)Cc1nc(C(c2ccccc2)c2ccccc2)no1
-4.2% | CCn1c(C)nc2cc(C(=O)NN=Cc3ccc([N+](=O)[O-])cc3)ccc21
-5.4% | COc1ccccc1S(=O)(=O)N1CCn2cccc2C1C (stereo not drawn)
-4.8% | CCCCNS(=O)(=O)CCNCc1ccccc1OC
6.8% | CN1CCCN(C(=O)CNC(=O)c2ccccc2Br)CC1
38.2%[activator] | O=C(COC(=O)c1ccc2c(c1)OCCO2)NC1CCCCC1
-9.8% | Cc1[nH]c(SCC(=O)Nc2cc(C(N)=O)cc(C(N)=O)c2)nc1Cc1ccccc1
11.8% | CN(C(=O)COC(=O)C12CC3CC(CC(Cl)(C3)C1)C2)c1ccccc1
-8.6% | O=C(COc1ccccc1Cl)NCC(c1cccs1)N1CCOCC1 (stereo not drawn)

Structural class, those above containing a COOH group (5)
L3MBTL1 block | Structure
8.7% | O=C(O)c1ccc(OS(=O)(=O)c2ccc(Cl)s2)cc1
1.7% | COc1cc(/C=C(\C#N)C(=O)Nc2ccc(C(=O)O)cc2)ccc1OC(=O)c1cccc(F)c1
-7.8% | O=C(Nc1sc2c(c1C(=O)O)CCCC2)c1ccc(F)cc1
3.5% | Cc1ccc(C23CC4CC(CC(C(=O)NC(C(=O)O)C(C)C)(C4)C2)C3)cc1 (stereo not drawn)
4.3% | CCOc1ccc(OCCn2c(SCC(=O)O)nc3ccccc32)cc1

Returning to the listing; the 6 compounds before the break are reprinted first.
L3MBTL1 block | Structure
-4.8% | CCCCNS(=O)(=O)CCNCc1ccccc1OC
6.8% | CN1CCCN(C(=O)CNC(=O)c2ccccc2Br)CC1
38.2%[activator] | O=C(COC(=O)c1ccc2c(c1)OCCO2)NC1CCCCC1
-9.8% | Cc1[nH]c(SCC(=O)Nc2cc(C(N)=O)cc(C(N)=O)c2)nc1Cc1ccccc1
11.8% | CN(C(=O)COC(=O)C12CC3CC(CC(Cl)(C3)C1)C2)c1ccccc1
-8.6% | O=C(COc1ccccc1Cl)NCC(c1cccs1)N1CCOCC1 (stereo not drawn)
-1.5% | Cc1ccc(S(=O)(=O)NCCC(=O)NC2CCCCC2C)cc1 (stereo not drawn)
5.8% | CCCCn1c(N)c(N(CC(C)C)C(=O)c2cc(S(=O)(=O)N3CCCCC3)ccc2C)c(=O)[nH]c1=O
35.9%[activator] | CCCCc1nnc(NC(=O)c2ccccc2OCc2c(C)noc2C)s1
-4.3% | COc1ccc2nc3n(c(=O)c2c1)-c1cc(C)ccc1C(=O)NC3Cc1ccc(O)cc1 (stereo not drawn)
3.8% | CC1(c2ccc(OC(F)F)cc2)NC(=O)N(CC(=O)Nc2ccc3[nH]c(=O)[nH]c3c2)C1=O (stereo not drawn)
8.5% | O=C(c1ccc(F)cc1)C1CCN(C(=O)c2ccccc2F)CC1
-12.8% | COc1cccc(C(=O)Nc2cc(C(=O)NCc3ccc(C)cc3)ccc2N2CCC3(CC2)CC(c2cccc(Br)c2)=NO3)c1
-12.5% | CCN(CC)S(=O)(=O)c1ccc(N2CCOCC2)c(NC(=O)c2cc(Cl)c3c(c2)OCO3)c1
-4.8% | CC1CCCN(S(=O)(=O)c2cccc(C(=O)NCc3ccco3)c2)C1 (stereo not drawn)
-1.3% | O=C(NCc1nnnn1-c1ccc(F)c(F)c1)c1ccc(S(=O)(=O)N2CCOCC2)cc1
-9.1% | CCOc1ccc(CCNC(=O)CN(C)S(=O)(=O)c2cccs2)cc1OCC
6.3% | Cc1ccc(NC(=O)CCN2C(=O)C3CCCCC3C2=O)c(O)c1 (stereo not drawn)
7.7% | CN(C)Cc1c(O)ccc2c(=O)c(-c3ccccc3)c(C(F)(F)F)oc12
-3.6%[2.29 µM] | Cc1ccc(NC(=O)C(C)Sc2nnc(C)n2C)cc1 (stereo not drawn)
-1.3% | Cc1cccc(NS(=O)(=O)c2cccc(C(=O)NNC(=O)c3ccccc3O)c2)c1
-7.0% | O=[N+]([O-])c1cc(S(=O)(=O)N2CCOCC2)ccc1OCc1cccc(Cl)c1
-8.4% | O=C(Nc1cccc(S(=O)(=O)N2CCCCCC2)c1)C1=COCCO1
